GPR55 activation: GPR55 agonists via beta-arrestin recruitment, primary screen, imaging, U2OS cells, beta-arrestin-GFP redistribution (AID 1961); G-protein coupled receptor 55 (Homo sapiens); U2OS GPR55 beta-arrestin-GFP redistribution imaging; higher % means a stronger effect; activation, % at 10 µM; hits with a dose series show EC50 in µM; 290,000 compounds, 0.048% hits;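 active = activation above 40% with more than 50 cells counted in the well; inconclusive = wells holding fewer than 50 cells, flagged as toxic or sparse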;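 also: U2OS osteosarcoma cells stably expressing GPR55 and beta-arrestin-GFP; plate controls were DMSO negative control for no effect and LPI positive control for full effect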
HIV peptide binding: inhibitors of HIV fusion peptide binding, primary screen, biochemical, uHTS, fluorescence dequenching (AID 1986); cell-free peptide binding, fluorescence dequenching, 30 min; higher % means a stronger effect; one-dose inhibition, % at 20 µM; IC50 in µM for titrated hits; 290,000 compounds, 0.3% hits; in the data active = inhibition mostly above about 52%, no sharp cut-off; inactive = mostly below about 76%; also: some results filed as inactive read as strong as hits
KOR beta-arrestin-1: KOR antagonists, beta-arrestin recruitment, cell-based, luminescence, uHTS (AID 1778). Kappa-type opioid receptor (Homo sapiens). KOR beta-arrestin recruitment, luminescence, antagonist mode; higher % means a stronger effect. inhibition, % at 10 µM; hits with a dose series show IC50 in µM. 290,000 compounds, 0.091% hits; also: strong numbers were not always called active
NOD1 NF-kB reporter: NOD1 signaling inhibitors, primary screen, cell-based, luminescence, uHTS (AID 1578); NOD1-driven NF-kB luciferase reporter cells, luminescence; higher % means a stronger effect; inhibition, % at 4 µM; hits with a dose series show EC50 in µM; 290,000 compounds, 1% hits; in the data active = inhibition mostly above about 36%, no sharp cut-off; inactive = mostly below about 34%;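 also: HEK-293T reporter cells stimulated with the NOD1 agonist gamma-tri-DAP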
HEK293 NOD2/NF-kB: NOD2 signaling inhibitors, cell-based, luminescence, uHTS, HEK293 (AID 1566) | 290,000 compounds, 0.63% hits | one-dose inhibition, % at 4 µM; EC50 in µM for titrated hits | HEK293 NOD2/NF-kB luciferase reporter, luminescence; higher % means a stronger effect; also: many of its hits are not listed in these tables
KOR beta-arrestin-2: KOR agonists, beta-arrestin recruitment, primary screen, cell-based, luminescence, uHTS (AID 1777) | Kappa-type opioid receptor (Homo sapiens) | KOR beta-arrestin recruitment, luminescence; higher % means a stronger effect | one-dose activation, % at 10 µM; EC50 in µM for titrated hits | 280,000 compounds, 0.02% hits; in the data active = activation above about 50%, passing the limit was not always enough; also: a part of the inactive calls stands beside numbers as strong as those of hits
GPR55 LPI antagonism: GPR55 antagonists blocking LPI-driven arrestin recruitment, primary screen, imaging, U2OS, beta-arrestin-GFP, LPI agonist (AID 2013); U2OS GPR55 beta-arrestin-GFP translocation imaging, LPI antagonism; higher % means a stronger effect; 290,000 compounds, 0.13% hits; one-dose inhibition, % at 10 µM; IC50 in µM for titrated hits; G-protein coupled receptor 55 (Homo sapiens);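 active = spots per cell inhibited over 60%, with over 100 cells counted and total cytoplasm intensity under 500,000; inconclusive = wells with under 100 cells, flagged as likely toxic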;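 also: U2OS cells stably carrying GPR55 and arrestin-GFP stimulated by 5 µM LPI near EC80; imaged beta-arrestin-GFP aggregate spots per cell after agonist stimulation; plate controls were LPI-stimulated DMSO wells for no effect and DMSO wells without LPI for full effect; some results filed as inactive read as strong as hits; confirmed hits need IC50 under 10 µM and bright autofluorescent wells are also inconclusive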
SV40 large T antigen: SV40 large T antigen inhibitors, biochemical (AID 1903); SV40 large T antigen ATPase/helicase inhibition assay; higher % means a stronger effect; one-dose inhibition, % at 20 µM; IC50 in µM for titrated hits; 310,000 compounds, 0.39% hits; in the data active = a potency from the dose series; inconclusive = inhibition mostly from about 32% at the one dose, without a potency; inactive = the rest, 99 in 100 with inhibition below about 32%; also: strong numbers were not always called active
Rac1 GTP hydrolysis: MgcRacGAP GTPase-activating activity inhibitors, confirmation, biochemical, ADP Hunter fluorescence; MgcRacGAP-stimulated Rac1 GTP hydrolysis, ADP Hunter fluorescence; higher % means a stronger effect; GST-tagged Rac1 F28L mutant substrate; one-dose inhibition, % at 30 µM; IC50 in µM for titrated hits; Rac GTPase-activating protein 1 (Homo sapiens); 340,000 compounds, 0.6% hits;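 active = first-screen hits whose inhibition reached a set limit at any dose in the follow-up dose series; inconclusive = inhibition above the set first-screen limit but never retested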;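 also: fluorescence reports GDP produced by GAP-driven GTP hydrolysis; strong numbers were not always called active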
* marks the source's active call; other numbers are inactive results; ? = inconclusive; . = not tested or not shown; [ ] = another dose, or the depositor's remark. Rule as the data show it, unless noted: active = inhibition above about 50%; inactive = the rest.

SMILES	GPR55 activation	HIV peptide binding	KOR beta-arrestin-1	NOD1 NF-kB reporter	HEK293 NOD2/NF-kB	KOR beta-arrestin-2	GPR55 LPI antagonism	SV40 large T antigen	Rac1 GTP hydrolysis
CC(C)(C)C(=O)Nc1ccc(S(=O)(=O)N2CC3CC(C2)c2cccc(=O)n2C3)cc1 (stereo not given)	0.0%	-0.7%	4%	-32%	-7%	-4.0%	4%	11%	4%
CCOC(=O)c1ccc(N=C(c2ccccc2)c2c(O)n(C)c(=O)n(C)c2=O)cc1	-0.2%	16%	-11%	-12%	1%	2.0%	-11%	0%	11%
CN(C)C(=Nc1ccccc1)P(=S)(N(C)C)N(C)C	-0.1%	-1.3%	-17%	-14%	12%	0.4%	-7%	14%	3%
Cc1c(N=Cc2c(O)n(Cc3ccco3)c(=O)[nH]c2=O)c(=O)n(-c2ccccc2)n1C	0.6%	18%	17%	-17%	13%	-0.6%	-4%	19%	14%
N#CC(C#N)=NNc1ccc(-n2ccc(C(F)(F)F)n2)cc1	0.2%	26%	-36%	37%*	42%	4.8%	23%	8%	11%
CN(C)S(=O)(=O)c1cc(NC(=O)C[N+]23CCN(CC2)CC3)ccc1Cl	0.1%	0.3%	-12%	-5%	-4%	16%	-1%	2%	6%
CCOC(=O)C(O)(c1ccc(NC(=O)c2ccco2)c(OC)c1)C(F)(F)F (stereo not given)	-0.2%	0.9%	-4%	13%	0%	-0.7%	17%	21%	12%
O=c1c2ccccc2nc(-c2ccccc2)n1-c1ccc(O)cc1	-0.1%	1.9%	-24%[20 µM]	-9%	20%	.	-1%	8%	2%
Cc1nc2ccc(Cl)cc2c(=O)n1-c1ccc([N+](=O)[O-])cc1	-0.3%	-1.1%	-49%[20 µM]	-29%	11%	-0.4%	3%	20%	7%
COc1ccc2c(c1OC)C(=O)OC2C1c2cc3c(cc2CCN1C)OCO3 (stereo not given)	-0.2%	0.9%	9%[20 µM]	-40%	5%	-7.1%	-19%	12%	6%
CCOCCN1CCC(OC(C)=O)C(C)C1 (stereo not given)	0.0%	-0.4%	-17%	4%	10%	4.9%	-3%	-1%	1%
O=C1NC(=O)C(=Cc2cc([N+](=O)[O-])ccc2N2CCCCC2)C(=O)N1	0.5%	2.4%	28%	-32%	11%	2.2%	4%	3%	6%
CC1(C)C2CC=C(CN3CCOCC3)C1C2 (stereo not given)	0.2%	-0.7%	29%	-14%	-6%	-3.0%	10%	-2%	2%
Cc1ccccc1N1C(=O)NC(=O)/C(=C/c2ccc(N3CCOCC3)o2)C1=O	-0.2%	124%*	-8%	-7%	18%	0.9%	2%	14%	0%
CC/C(CC(c1ccccc1)c1c(O)c2ccccc2oc1=O)=N\NC(N)=S (stereo not given)	0.4%	0.2%	-18%	-20%	13%	-1.3%	24%	9%	-1%
Cc1cc(/C=C2\C(=O)NC(=O)N(c3cccc(F)c3)C2=O)c(C)n1-c1ccc(C(=O)O)c(Cl)c1	-0.2%	12%	10%	-12%	-4%	-1.7%	10%	23%	26%
CCOC(=O)COc1ccc2c(c1)c(C(C)=O)c(C)n2Cc1ccccc1	-0.2%	0.4%	3%	-34%	11%	0.5%	14%	6%	3%
CCOC(=O)C1(CCc2ccccc2)CCN(C2CCSCC2)CC1	0.3%	-0.6%	-40%[20 µM]	-45%	-12%	.	14%	6%	6%
Cc1nn(Cc2ccccc2)c(Cl)c1C(=O)OCC(=O)Nc1cccc2ccccc12	-0.1%	-1.6%	25%	-18%	12%	-5.8%	6%	-1%	5%
Cc1cc(C(=O)N2CCC3(CC2)OCCO3)no1	-0.1%	-0.1%	-13%	-16%	10%	7.9%	-14%	-6%	6%
CC(=NCCCn1ccnc1)c1c(O)n(C2CCCCC2)c(=O)[nH]c1=O	-0.3%	-1.1%	1%	5%	13%	7.3%	-8%	12%	-12%
CCCCn1c(O)c(C(CC)=NCCN2CCOCC2)c(=O)[nH]c1=O	-0.1%	0.9%	-36%	30%	0%	0.4%	-4%	9%	-5%
Cc1cc(N2CCCCC2)ccc1C=C1C(=O)N(C)C(=S)N(C)C1=O	-0.2%	18%	10%	-10%	3%	0.5%	0%	26%	13%
O=C(Nc1c(F)cc(F)cc1F)c1cccn(Cc2ccccc2)c1=O	0.0%	-1.7%	-20%	-27%	8%	-4.5%	-4%	15%	3%
OC(Cc1ccccc1)(c1ccccc1)C1CN2CCC1CC2 (stereo not given)	-0.2%	-2.2%	-1%	6%	3%	1.6%	-3%	2%	13%
O=C(N/N=C/c1c(O)n(Cc2ccccc2)c(=O)[nH]c1=O)c1ccncc1	-0.2%	2.3%	22%	1%	23%	-4.5%	9%	-2%	.
CCOC(=O)c1c(C)[nH]c(C(=O)C(Cc2ccccc2)N(C)C)c1C (stereo not given)	0.0%	-0.6%	-23%	-35%	-18%	2.1%	-6%	10%	6%
Cc1cc(=O)oc2cc(OCC(=O)N3CCN(Cc4ccc5c(c4)OCO5)CC3)ccc12	-0.1%	0.4%	0%	-19%	16%	7.0%	-4%	6%	2%
O=P1(NC2CCCC2)COc2ccccc2OC1	-0.1%	-1.8%	0%	18%	6%	-1.9%	8%	-1%	2%
CCOC(=O)C1SC2(C(F)(F)F)CC1(O)c1c(C)cc(C)nc1O2 (stereo not given)	-0.1%	2.3%	18%	-17%	1%	-1.2%	1%	2%	1%
COc1ccc(C2=NS(=O)(=O)N(C)C(C(=O)N3CCC4(CC3)OCCO4)=C2)cc1OC	-0.1%	2.4%	-32%	12%	8%	-5.4%	-17%	2%	9%
CCOCCCN=Cc1c(O)n(Cc2ccccc2)c(=O)[nH]c1=O	-0.2%	0.7%	9%	-13%	17%	-0.9%	1%	1%	4%
Cc1ccc2c(c1)C1CN(C)CCC1N2C(=O)Cc1cccs1 (stereo not given)	0.3%	0.7%	.	7%	6%	.	-1%	2%	4%
O=P(OCC(F)(F)C(F)F)(N1CCOCC1)N1CCOCC1	-0.2%	1.2%	11%	-12%	12%	-4.2%	5%	4%	3%
CCNC(=S)N(C)CCc1cc2c(c(OC)c1C=C1C(=O)N(C)C(=O)N(C)C1=O)OCO2	0.0%	18%	-20%	-2%	2%	-0.3%	-1%	10%	.
CCC(=NCc1cc(OC)cc(OC)c1)c1c(O)n(C)c(=O)n(C)c1=O	-0.1%	-2.2%	23%	25%	18%	-4.5%	2%	5%	8%
CCOCCCn1c(N)c(C(=O)Nc2sc3c(c2C(=O)OC)CCCC3)c2nc3ccccc3nc21	0.2%	-4.6%	-19%	.	12%	0.3%	-8%	7%	-1%
CCOC(=O)c1cc(C)sc1/N=C/C1C(=O)NC(=S)NC1=O	0.2%	10%	-12%	-18%	5%	-3.0%	4%	16%	11%
COC12C(COC(N)=O)C3=C(C(=O)C(C)=C(N)C3=O)N1CC1C2N1C (stereo not given)	-0.2%	8.6%	11%	-1%	15%	0.2%	0%	3%	7%
O=c1[nH]c(O)c(N=Nc2ccc(SC(F)F)cc2)c(=O)[nH]1	0.0%	3.1%	15%	6%	-30%	-2.6%	0%	12%	10%
CCOc1cc(C2NCc3ccccc3-n3cccc32)ccc1OC (stereo not given)	-0.3%	-2.0%	29%	-6%	17%	0.9%	8%	12%	13%
COc1ccc(CCn2c(O)c(C=NC3CC3)c(=O)[nH]c2=O)cc1OC	-0.2%	-1.8%	16%	-1%	20%	9.6%	4%	1%	4%
Cc1cc(C)cc(OCCOc2cccc(C=C3C(=O)NC(=O)NC3=O)c2)c1	1.6%	7.6%	-1%	-41%	-27%	-3.1%	6%	?	12%
COc1ccc(C(=O)C2CCCN(Cc3cccc(C)n3)C2)c(OC)c1 (stereo not given)	-0.2%	1.5%	-17%	-10%	-6%	2.5%	8%	11%	12%
CCOc1ccc(CNCCc2ccc3c(c2)OCO3)cc1	-0.2%	-0.6%	15%	-8%	-62%	3.7%	2%	-1%	15%
CCC(C)(C)n1nnnc1CN1CCC(n2c(C)nc3cc(C(F)(F)F)ccc32)CC1	-0.2%	2.4%	.	-8%	-10%	.	-6%	-1%	-6%
C=C1C(=O)O[C@H]2[C@H]1[C@H](OC(=O)CC(=O)O[C@@H]1C[C@@H](C)[C@@H]3C=CC(=O)[C@@]3(C)[C@H]3OC(=O)C(=C)[C@H]13)C[C@@H](C)[C@H]1C=CC(=O)[C@]12C	-0.1%	4.5%	7%	6%	23%	2.1%	6%	52µM*	27%
Cc1nonc1OCCNc1ccc([N+](=O)[O-])c2cccnc12	-0.5%	3.3%	32%	-27%	1%	-0.1%	3%	8%	11%
Cc1ccc(S(=O)(=O)NC(CC(=O)N2CCC3(CC2)OCCO3)c2ccco2)cc1 (stereo not given)	0.0%	0.6%	-3%	22%	8%	-1.7%	-2%	15%	1%
FC(F)(F)/C(=N\P(=S)(N1CCOCC1)N1CCOCC1)N1CCOCC1	-0.1%	0.4%	19%	14%	23%	-5.2%	-2%	3%	-3%
O=C(c1cccc(Cl)c1)C1CCCN(Cc2cccc3cnccc23)C1 (stereo not given)	0.0%	1.4%	-12%	35%	29%	-6.3%	7%	12%	8%
O=c1[nH]c(=S)[nH]c(O)c1/C=N/N1CCOCC1	0.0%	-1.1%	2%	-2%	4%	1.9%	0%	12%	2%
COC(=O)C1=Nc2ccccc2/C1=C\c1c(O)n(-c2ccc(OC)cc2)c(=O)[nH]c1=O	0.0%	13%	5%	10%	15%	-0.2%	-7%	89µM*	?
N=c1c2c(n(Cc3ccc(Cl)cc3Cl)c3c1CCC3)CCCC2	0.0%	-0.4%	9%	41%	34%	0.1%	-5%	26%	11%
COCc1cc(C2SCC(=O)Nc3c2c(=O)[nH]n3C(C)C)ccc1OC (stereo not given)	-0.1%	0.6%	-23%	-1%	11%	-2.0%	-1%	8%	4%
CC(C)NC(C)C(=O)c1ccc2ccccc2c1 (stereo not given)	-0.1%	-1.4%	-24%	-42%	2%	-2.1%	2%	16%	0%

From PubChem BioAssay

This is a subset (hit frequency here may not be typical).
